# FXN GAA850 act: activators of GAA850 frataxin (FXN) promoter. HEK293 lucGAA850 FXN promoter luciferase reporter, 24 h; percent of 10 µM SAHA response. activation, % at 6 µM. 360,000 compounds, 0.56% hits. AID 540364;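 active means activation above the average of all compounds screened plus 3 SD, cutoff fixed separately per campaign, cut at about 7.5% in these data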;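 further: 0% = DMSO wells and 100% = 10 µM SAHA wells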
# hgDAF12 agonist: agonists of H. glycines DAF-12 nuclear receptor; HEK293 GAL4-hgDAF12 UAS-luciferase reporter, agonist luminescence; normalized to butyrate control; activation, % at 6.8 µM; 370,000 compounds, 1.8% hits; AID 687014;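 active means activation above a cutoff set at the mean of all screened compounds plus 3 SD, cut at about 10% in these data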;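 further: 0% = DMSO wells and 100% = sodium butyrate wells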
# SMARCA2 activ: activators of SMARCA2 function | 370,000 compounds, 1% hits | AID 652017 | MG213 cells, MMTV-luciferase reporter, dexamethasone, overnight | activation, % at 9.1 µM; in the data active means activation above about 7.8%;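 further: 0% = vehicle wells and 100% = reference activator wells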
# GC-B act: GC-B (human) receptor activation; P20594; HEK293-GC-B cells, CNP EC30, cGMP TR-FRET; 0% at EC30 CNP, 100% saturating CNP; activation, % at 10 µM; 370,000 compounds, 0.11% hits;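 active means activation at 10 µM reaching about 35% in either raw or pattern-adjusted values, limit read from the data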
# HGIII-sPLA2 inh: Inhibits HGIII-sPLA2 liposome hydrolysis, primary screen. Q9NZ20. QFRET BODIPY PC-A2 liposome hydrolysis, fluorescence. inhibition, % at 12.2 µM. 370,000 compounds, 0.56% hits;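 active means inhibition above mean plus 3 SD of compounds lying within the high and low control bounds, cut at about 19% in these data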;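 further: 0% = median of test compound wells and 100% = no enzyme DMSO wells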
# Target sequence (Q9NZ20 whole entry, looked up): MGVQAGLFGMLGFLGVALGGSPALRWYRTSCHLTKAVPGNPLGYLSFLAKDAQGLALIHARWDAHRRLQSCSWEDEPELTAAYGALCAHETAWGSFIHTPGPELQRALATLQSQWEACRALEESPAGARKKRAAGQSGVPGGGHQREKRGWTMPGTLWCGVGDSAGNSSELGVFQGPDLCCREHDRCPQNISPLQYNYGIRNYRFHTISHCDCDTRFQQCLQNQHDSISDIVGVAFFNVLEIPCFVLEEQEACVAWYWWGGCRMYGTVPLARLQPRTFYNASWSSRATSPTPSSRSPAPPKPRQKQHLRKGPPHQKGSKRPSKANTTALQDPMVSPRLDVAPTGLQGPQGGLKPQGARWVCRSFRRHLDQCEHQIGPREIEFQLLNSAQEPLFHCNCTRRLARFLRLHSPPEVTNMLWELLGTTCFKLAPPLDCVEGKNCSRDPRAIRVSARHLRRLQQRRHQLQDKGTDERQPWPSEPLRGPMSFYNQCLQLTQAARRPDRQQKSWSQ
# DAX1 inh-1: inhibits human nuclear receptor DAX1; inhibition, % at 6.75 µM; P51843; HEK293 Gal4-DAX1 luciferase reporter, luminescence; AID 504766; 340,000 compounds, 0.99% hits;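 active means inhibition above the mean over all tested compounds plus 3 SD, cut at about 4.2% in these data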;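 further: 0% = DAX1-transfected cells with DMSO and 100% = empty-vector control cells with DMSO; inhibition shows as a rise in luminescence from relieved DAX1 repression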
# Target sequence (P51843 207-470 limits assumed): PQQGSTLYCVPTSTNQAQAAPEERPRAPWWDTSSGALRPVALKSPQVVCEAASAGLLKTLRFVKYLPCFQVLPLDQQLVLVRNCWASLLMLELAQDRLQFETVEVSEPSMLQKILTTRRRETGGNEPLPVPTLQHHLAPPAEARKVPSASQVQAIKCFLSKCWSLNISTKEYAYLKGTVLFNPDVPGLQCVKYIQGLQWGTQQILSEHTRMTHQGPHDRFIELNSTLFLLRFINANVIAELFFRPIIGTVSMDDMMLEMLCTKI
# NPR1 activator: GC-A (human) enzyme activation; activation, % at 10 µM; 370,000 compounds, 0.14% hits; P16066; HEK293 GC-A cells, cGMP TR-FRET, EC30 ANP; 0% at EC30 ANP, 100% saturating ANP; in the data active means activation above about 40%
# proKLK7 act: activates the human kallikrein-7 zymogen; P49862; purified proKLK7, EDANS-DABCYL substrate fluorescence; 100% is mature enzyme control, 0% vehicle; activation, % at 7 µM; 370,000 compounds, 0.9% hits;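 active means activation above the mean of all tested compounds plus 3 SD, computed per campaign excluding outliers beyond control limits, cut at about 13% in these data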
# Target sequence (P49862 whole entry, looked up): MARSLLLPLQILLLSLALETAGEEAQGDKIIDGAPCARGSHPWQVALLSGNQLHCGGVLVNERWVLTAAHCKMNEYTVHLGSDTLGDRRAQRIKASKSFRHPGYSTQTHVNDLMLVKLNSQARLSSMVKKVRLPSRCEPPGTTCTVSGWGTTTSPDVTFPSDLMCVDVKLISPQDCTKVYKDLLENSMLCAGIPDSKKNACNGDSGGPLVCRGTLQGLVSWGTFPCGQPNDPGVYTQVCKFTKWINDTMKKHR
# DAX1 inh-2: DAX1 (NR0B1) inhibition, primary screen | AID 652010 | HEK293T StAR-luciferase reporter, SF-1/DAX-1 repression relief | 370,000 compounds, 1.1% hits | inhibition, % at 6.8 µM;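 active means inhibition above the mean over all tested compounds plus 3 SD, cut at about 3.6% in these data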;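 further: 0% = DAX-1 cells with DMSO and 100% = cells lacking DAX-1 with DMSO; higher inhibition means more luminescence from relief of DAX-1 repression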
# ssDAF-12 act: activators of S. stercoralis DAF-12 nuclear receptor; HEK293 ssDAF-12/GRIP1 lit1-tk-luc reporter, luminescence; % of 3 µM dafachronic acid response; activation, % at 6.8 µM; 370,000 compounds, 1% hits; AID 652126;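 active means activation above the mean over all tested compounds plus 3 SD, cut at about 0.9% in these data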;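 further: 0% = DMSO-only wells and 100% = 3 µM delta7-dafachronic acid wells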
# hcDAF-12 act: H. contortus DAF-12 activation, primary screen; HEK293 hcDAF-12 lit1-tk-luc reporter, luminescence; 0% DMSO, 100% Δ7-dafachronic acid; 370,000 compounds, 1.4% hits; activation, % at 6.8 µM;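 active means activation above the mean of all tested compounds plus 3 SD, cut at about 5.5% in these data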;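 further: 100% = response to 3 µM Δ7-dafachronic acid high control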
# Starred values were filed as active, the others as inactive; / = not tested or not shown.
SMILES,FXN GAA850 act,hgDAF12 agonist,SMARCA2 activ,GC-B act,HGIII-sPLA2 inh,DAX1 inh-1,NPR1 activator,proKLK7 act,DAX1 inh-2,ssDAF-12 act,hcDAF-12 act
COc1ccc2cc(C(=O)C3CCCN(C(=O)C4=NN(C)C(=O)CC4)C3)ccc2c1 (configuration not stated),-1.3,-0.4,-1,0,1,0.7,4,3.1,-0.3,-0.7,-1.6
COc1ccccc1NC(=O)CSCC(=O)N1c2ccccc2CCc2ccccc21,1.1,-2.7,-2,-6,1,-1.1,-12,1.0,-0.1,-1.3,2.5
COc1ccc(-c2nc3n(c(=O)c2C#N)CCS3)c(OC)c1,-2.0,1.3,-3,8,13,0.4,1,3.7,-0.1,-1.2,-1.6
COc1ccc(CCNC(=O)COc2nncc3ccccc23)cc1,-2.0,-2.1,-2,4,-2,0.8,1,-0.2,-0.3,-2.0,-2.2
O=C(Oc1ccc2c(c1)OCO2)C12CC3CC(CC(C3)C1)C2,-0.2,-4.0,0,1,2,-0.2,2,0.4,0.1,-1.3,-2.0
COCCCNC(=O)c1cc(C(=O)c2ccccc2Br)c[nH]1,-0.1,-1.6,-3,1,0,0.2,2,-0.3,-0.2,-1.9,-1.3
Brc1ccc(-c2nc(-c3ccccn3)no2)o1,-4.4,5.4,0,1,6,-2.9,3,-0.6,0.7,-0.1,8.0*
COc1cc(Cl)ccc1OCc1cc(C(=O)N2CCN(c3ccccn3)CC2)no1,-1.3,1.0,-1,-2,-14,-0.3,5,0.2,0.3,-0.9,-1.1
CCOCC(=O)Nc1nnc(C2CCCCC2)s1,3.3,6.1,3,3,2,-0.1,-1,0.2,-0.1,-0.5,3.2
O=C(COc1ncnc2ccccc12)NCCc1ccccc1,-2.5,2.0,1,2,6,0.6,1,0.2,0.2,-1.8,-1.6
Cc1ccc(C(=O)N2CCN(c3ccccn3)CC2)cc1,-0.8,-2.0,-1,1,0,-0.6,-1,0.2,1.5,-1.1,-1.4
CCn1ncc(Br)c1C(=O)Nc1ccccc1C(F)(F)F,-0.3,2.0,1,-4,-1,0.5,2,0.0,-0.3,-1.2,0.0
O=C(c1ccccc1)N1CCN(c2ccc(N3CCOCC3)nn2)CC1,1.6,-0.6,0,-4,10,0.7,3,4.6,0.2,-0.5,1.8
COc1ccc2c(c1OC)C(=O)N1C2SC[C@H]1C(=O)NC1CC(C)(C)NC(C)(C)C1 (some centres not stated),3.2,-1.6,-2,-3,2,-0.2,0,-5.6,0.1,-0.4,-0.6
COCCn1c(SC(C)C(=O)Nc2ccc(N3CCOCC3)cc2)nnc1-c1ccncc1 (configuration not stated),-0.6,0.2,2,-13,6,0.5,0,0.2,2.8,-1.1,-1.3
CCOC(=O)N1CCN(S(=O)(=O)N2CCCC(C(=O)NCc3cccc(OC)c3)C2)CC1 (configuration not stated),-0.3,-1.3,-1,2,3,0.3,1,0.0,-0.4,-0.8,1.3
CCc1cc(-c2nnn(CCC3COCCO3)c2C(C)(C)O)ccc1-c1cn(CCc2c[nH]c3ccccc23)nn1 (configuration not stated),-3.3,-4.3,-5,8,-92,-2.1,1,0.0,-2.9,-1.6,-2.9
CC(C)CC(Nc1ncnc2scc(-c3ccccc3)c12)C(=O)O (configuration not stated),1.8,0.1,-1,7,-2,0.8,0,-0.4,-0.6,-0.9,-1.2
Cc1ccc(-c2nnn(CC(=O)N(c3cnc4ccccc4c3)C(C(=O)NC3CCCC3)c3ccncc3)n2)o1 (configuration not stated),-5.1,-5.4,-1,-4,-4,0.2,2,0.1,0.3,-1.5,-1.1
CCC(=O)OCC(=O)Nc1cc(C)c(C)cc1[N+](=O)[O-],1.2,1.0,1,-2,-3,-0.7,3,-0.8,-0.5,-0.5,-0.2
O=C(Nc1ccc2c(c1)OCCO2)C(C1CC1)n1c(=O)c(-c2ccccc2)nc2ccccc21 (configuration not stated),/,-2.6,-5,-5,3,/,0,-5.9,-0.6,-1.7,-2.8
COc1ccc2oc3ccccc3c(=O)c2c1,4.3,8.9,5,-4,-2,1.3,-2,25*,2.0,-0.7,2.0
O=S(=O)(Nc1ncccn1)c1ccc(NC(=S)NCc2cccnc2)cc1,2.6,-4.4,3,-2,2,-0.6,4,-0.6,-0.2,-0.6,-2.3
Cc1ccc(S(=O)(=O)/C(C#N)=C/c2c(N3CC(C)OC(C)C3)nc3ccccn3c2=O)cc1 (configuration not stated),5.9,2.9,1,-3,-3,-0.5,3,0.0,0.0,-0.3,1.9
Cc1ccccc1-c1cc2c(c3c1ccn3C)C1CCC2O1 (configuration not stated),/,-0.4,5,-1,-15,/,1,0.2,3.8*,-1.3,0.9
O=C(CN(c1ccccc1)S(=O)(=O)c1ccccc1)Nc1ccc(F)cc1,-2.5,0.3,-1,3,-11,-0.8,1,0.3,-0.2,-1.3,-2.2
CCCCN(C(=O)Nc1ccc(OCC)cc1)C1CCN(C(C)=O)CC1,-0.9,0.8,1,-1,0,0.7,0,0.7,-0.9,-1.4,-1.4
COc1ccc(NC(=O)COc2ccccc2Cc2ccccc2)cc1S(N)(=O)=O,-3.0,-7.6,-4,24,-31,-1.3,13,0.3,-1.4,-1.6,-5.0
O=C(c1cccnc1)C1CCCN(Cc2nc(Cc3ccccc3)no2)C1 (configuration not stated),1.0,-0.3,2,5,-5,-1.0,1,0.5,-0.2,-1.1,-1.2
N#CCCn1cc(/C=N/O)c(-c2ccccc2)n1,3.7,-1.3,-1,-6,-2,0.8,4,0.1,0.1,-0.4,0.5
CCN1CCN(CC(O)COCCOc2ccc(Br)cc2)CC1 (configuration not stated),-0.1,0.7,-5,-3,3,-0.5,1,-0.1,0.1,-0.9,-0.9
CC(=O)c1cccc(CN2CCC(C(=O)Nc3cccc(-c4ccn[nH]4)c3)CC2)c1,1.6,-0.5,-1,7,-10,-1.4,-2,0.6,-1.1,-0.8,-0.8
CCCCCCCN1C(Nc2ccccc2)=NC[C@@H]1CC(C)C,-0.9,3.2,1,-19,-5,-0.4,-7,0.4,-0.8,-1.0,0.0
O=C(CN1C(=O)CC(c2ccccc2)Sc2ccccc21)NCC1CCCO1 (configuration not stated),1.7,1.2,4,-5,5,0.4,-2,-0.5,0.1,-1.8,-0.7
O=C1NC2(CCCC2)Oc2ccccc21,3.0,-0.1,-3,2,1,/,-1,-1.2,0.3,-1.4,-0.6
COc1ccc(CCN2CC(C(=O)NCc3ccco3)CC2=O)cc1OC (configuration not stated),0.0,2.5,0,6,0,-0.2,-1,-0.8,0.1,-1.5,-1.0
Cc1cccc(Nc2nc(N)c([N+](=O)[O-])c(N3CCCC(C)C3)n2)c1 (configuration not stated),5.5,-4.5,-7,3,-15,-2.4,10,0.2,-1.2,-2.1,-4.2
Cc1nc(Nc2ccc(S(=O)(=O)N3CCCC3)cc2)c2nnn(Cc3ccccc3)c2n1,3.8,-0.5,-3,2,4,-4.2,-1,-0.1,0.2,-1.2,-0.5
Cc1cc(NC(=O)c2cccc(COc3ccc(Br)cc3)c2)no1,3.6,12*,5,-2,0,-2.5,20,-0.7,4.5*,0.2,3.9
Cc1ccc(S(=O)(=O)N=S(CCO)CCO)cc1,2.5,0.8,-3,-7,1,0.5,2,0.6,0.1,-1.1,-0.5
O=S1(=O)c2ccc(Br)cc2OC[C@H](Cc2ccccc2)N1Cc1cn(CCC2OCCO2)nn1,/,2.3,-1,7,-8,/,-1,-0.1,-1.4,-1.5,-3.3
COc1ccc2[nH]c3c(c2c1)CNCC3,-0.4,-3.0,-4,3,11,0.7,-2,0.7,-0.4,-0.7,-0.3
CN(Cc1ccccc1)C(=O)c1ccc(NC(=O)Cc2cccc([N+](=O)[O-])c2)cc1,-1.5,-2.4,0,7,-20,0.3,2,-0.1,-0.6,-1.7,-1.2
COCCN(Cc1nc2ccccc2c(=O)[nH]1)C(=O)COc1cccc(C(C)=O)c1,-0.8,1.2,0,-3,1,-0.2,-2,-0.1,0.3,-1.2,0.6
CCOc1ccc(-c2nc(CSCC(=O)N3CCN(C(=O)c4ccco4)CC3)c(C)o2)cc1,1.3,9.6,1,-4,-5,-2.2,-2,-0.4,1.9,-0.7,2.7
CCCCc1nnn2c1C1c3cc(-c4cccnc4)ccc3CCN1C(=O)C2 (configuration not stated),/,-8.1,-4,-10,-10,/,-9,-0.1,0.3,0.2,-1.6
COc1ccc(CCNC(=O)Cn2c(=O)[nH]c3ccsc3c2=O)cc1OC,2.3,-1.2,-3,-7,9,3.1,-4,-0.4,0.6,-0.9,-1.5
CCOC(=O)C(Cc1ccccc1)C(=O)NCc1ccccc1 (configuration not stated),1.9,0.0,-2,0,-4,-0.7,3,-0.3,-0.2,-1.5,0.2
CC1(C)Cc2nc3oc4c(NCCCN5CCOCC5)ncnc4c3cc2CO1,1.7,-0.7,-1,3,4,-0.4,1,3.6,-0.6,-0.9,-0.1
Cc1cccn2c(=O)c3cc(C(=O)N4COCC4(C)C)n(Cc4ccccc4)c3nc12,0.3,-2.8,-1,1,1,1.6,3,-5.3,0.8,0.5,-0.5

# More compounds follow.
SMILES,FXN GAA850 act,hgDAF12 agonist,SMARCA2 activ,GC-B act,HGIII-sPLA2 inh,DAX1 inh-1,NPR1 activator,proKLK7 act,DAX1 inh-2,ssDAF-12 act,hcDAF-12 act
COc1ccc(C(=O)Nc2nc(CC(=O)NCc3ccc(F)cc3)cs2)cc1,-1.6,-0.8,1,-2,-3,-0.9,4,0.7,-1.5,-0.7,-1.1
CC(C)n1c(CN2CCN(C)CC2)nc2c1c(=O)n(C)c(=O)n2C,1.8,1.0,-4,1,-2,0.6,-1,0.4,0.5,-0.6,-2.7
Cc1cc(C(C)(C)C)ccc1OCCCCN1CCCC1,0.3,-0.3,0,3,-11,0.3,0,-0.8,0.2,-1.0,-1.9
Cn1c(=O)c2ncn(CC(=O)Nc3ccc(N4CCOCC4)cc3)c2n(C)c1=O,1.4,0.9,0,1,-3,1.2,1,-0.1,0.9,-1.9,-0.1
O=[N+]([O-])c1cc2c(cc1/C=N/n1c(-c3ccccn3)n[nH]c1=S)OCO2,-1.2,0.6,0,-3,-6,0.2,-5,-0.2,0.3,-1.1,0.5
C/C(=N\OCC(=O)Nc1ccccc1C(C)(C)C)c1ccc2c(c1)OCCO2,2.7,-0.1,0,3,-8,1.1,2,-0.6,-0.6,-1.2,-0.9
C[C@H](CO)N1C[C@H](C)[C@@H](CN(C)C(=O)Nc2ccc3c(c2)OCO3)Oc2c(NC(=O)Nc3ccccc3)cccc2C1=O,-1.8,-0.8,0,5,-12,-1.2,-3,0.5,-2.5,-0.3,-0.5
Cn1cnnc1SCC(=O)Nc1ccc2nc(SCc3ccccc3)sc2c1,1.1,9.0,2,-7,-26,0.3,-2,0.1,-0.9,-1.0,1.8

# Looked up one by one from above, 2 records:
SMILES,FXN GAA850 act,hgDAF12 agonist,SMARCA2 activ,GC-B act,HGIII-sPLA2 inh,DAX1 inh-1,NPR1 activator,proKLK7 act,DAX1 inh-2,ssDAF-12 act,hcDAF-12 act
COc1ccc(C(=O)Nc2nc(CC(=O)NCc3ccc(F)cc3)cs2)cc1,-1.6,-0.8,1,-2,-3,-0.9,4,0.7,-1.5,-0.7,-1.1
Cn1c(=O)c2ncn(CC(=O)Nc3ccc(N4CCOCC4)cc3)c2n(C)c1=O,1.4,0.9,0,1,-3,1.2,1,-0.1,0.9,-1.9,-0.1
